RT RNaseH block = HIV-1 RT RNase H inhibitors, primary screen, biochemical, fluorescence; Gag-Pol polyprotein (Human immunodeficiency virus type 1 group M subtype B (isolate …; RT-RNase H RNA/DNA duplex cleavage; inhibition, % at 10 µM; 65,000 compounds, 1.9% hits; in the data active = inhibition above about 50%
RmlC RmlD mix = RmlC and RmlD coupled enzyme inhibitors, primary screen, biochemical, 384-well, compound mixtures, retest | RmlC/RmlD coupled enzyme inhibition, 384-well mixture HTS | inhibition, % at 5.5 µM | 110,000 compounds, 0.39% hits | AID 1532, 2009; in the data active = inhibition above about 30%, passing the limit was not always enough; inconclusive = no clear call, values can overlap the other calls; also: strong numbers were not always called active
* marks the source's active call; other numbers are inactive results; ? = inconclusive; . = not tested or not shown. Only part of the results is shown; rates above refer to the full screens.

Start of the listing, in advance, 5 compounds:
Each structure is followed by: RT RNaseH block	RmlC RmlD mix
- NCCCC(N)(C(=O)O)C(F)F (centres undefined)
    .	5
- COC(=O)c1ccc(N2CCN(c3ccccc3)CC2)c(NC(=O)C2CC2)c1
    .	1
- CCc1nc2ccccc2n(CCOCCn2c(=O)c(CC)nc3ccccc32)c1=O
    -4	.
- CCOC(=O)CCCc1c[nH]c2ccccc12
    .	-16
- O=C(O)C1CC=CCC1C(=O)Nc1cccc(Cl)c1Cl (centres undefined)
    -2	-4

The listing (from the top)
Each structure is followed by: RT RNaseH block	RmlC RmlD mix
- NCCCC(N)(C(=O)O)C(F)F (centres undefined)
    .	5
- COC(=O)c1ccc(N2CCN(c3ccccc3)CC2)c(NC(=O)C2CC2)c1
    .	1
- CCc1nc2ccccc2n(CCOCCn2c(=O)c(CC)nc3ccccc32)c1=O
    -4	.
- CCOC(=O)CCCc1c[nH]c2ccccc12
    .	-16
- O=C(O)C1CC=CCC1C(=O)Nc1cccc(Cl)c1Cl (centres undefined)
    -2	-4
- Nn1c(COc2ccccc2)nnc1SCC(=O)O
    -7	5
- C=CCn1c(Cc2ccc(OC)cc2)nnc1SCC(=O)c1cccc([N+](=O)[O-])c1
    .	-8
- CCCn1c2ccccc2c2nnc(SCC(=O)OCC)nc21
    -15	11
- CSc1ccc(-c2nnn(Cc3ccccn3)n2)cc1
    -25	4
- CCn1c(-c2ccccc2)c(C(=O)O)c2ccccc21
    .	14
- Cn1cccc1CC(=O)N/N=C/c1cccc2ccccc12
    .	3
- O=C(Cn1nc(Cc2cccnc2)c2ccccc2c1=O)N1CCN(C(=O)c2ccco2)CC1
    -1	-13
- Cc1ccccc1-n1c(SCC(=O)N2CCN(c3ccccc3)CC2)nnc1-c1ccncc1
    -7	-13
- O=C(CSCC(=O)N1CCOCC1)Nc1nc(-c2ccc3c(c2)OCO3)cs1
    -16	0
- CCOC(=O)c1[nH]c2ccccc2c1N=CN(C)C
    .	-3
- COc1ccccc1-c1cc(C(=O)Nc2cc(C)on2)no1
    -6	-9
- CCc1ccc(N2CCCn3c2nc2c3c(=O)n(CCN3CCOCC3)c(=O)n2C)cc1
    1	.
- COc1ccc(C(C#N)N2CCOCC2)cc1 (centres undefined)
    .	8
- COC(=O)c1nn2c(C(F)(F)F)cc(-c3ccc(Br)o3)nc2c1Br
    64*	-9
- O=C(O)/C=C/C(=O)Nc1ccc(SC(F)(F)F)cc1
    .	-9
- CCn1c2ccccc2c2nc3cc(OC)c(OC)cc3nc21
    50	-47
- COc1ccc(C(C#N)C2(C)OCCO2)cc1OC (centres undefined)
    -15	3
- Cn1c(OCc2ccco2)nc2c1c(=O)n(Cc1ccc(Cl)c(Cl)c1)c(=O)n2C
    -84	15
- Cc1nc2cc(-n3ccc(=O)cc3)ccc2n1-c1ccccc1
    -15	8
- CCCCn1c(=O)c(C(=O)Nc2ccccc2S(N)(=O)=O)c(O)c2ccccc21
    2	-1
- COC(=O)C1=C(C)NC(C)=C(C(=O)OC)C1c1cc2cc(C)ccc2[nH]c1=O
    -25	5
- O=c1c(Cl)c(N2CCCCC2)cnn1-c1nc2ccccc2[nH]1
    .	-6
- CCOC(=O)C1=C(C)N=c2sc(=C(C)C)c(=O)n2C1c1ccc(N(C)C)cc1 (centres undefined)
    .	-11
- CC1C(=NO)C(C)C(c2ccccc2)NC1c1ccccc1 (centres undefined)
    .	-6
- COc1ccc(-c2nc(CS(=O)CC(=O)N3CCC4(CC3)OCCO4)c(C)o2)cc1 (centres undefined)
    -5	1
- CC(C)(C)OC(=O)NCCCC[C@H](NC(=O)c1[nH]cnc1C(=O)Nc1ccc(CNC(=O)OC(C)(C)C)cc1)C(=O)OC(C)(C)C
    .	-6
- COC(=O)C1=C(C)N(Cc2ccccc2)C(=O)N[C@H]1c1cccc(C(F)(F)F)c1
    .	-16
- COc1cccc(N(CC(=O)NCc2cccnc2)S(C)(=O)=O)c1
    1	11
- COC(=O)C(CC(=O)c1ccc(Cl)cc1)c1ccc(C)cc1 (centres undefined)
    .	7
- CCC(=O)Nc1nnc(CSCc2ccccc2)s1
    5	-6
- O=C1CC(C(=O)Nc2ccccc2)C2(CCCCC2)O1 (centres undefined)
    .	-10
- CS(=O)(=O)N(Cc1ccccc1)c1ccc(C(=O)NCc2cccnc2)cc1
    .	-11
- CC(C)(C)c1nnc(NC(=O)CN2C(=O)C3C4C=CC(C4)C3C2=O)s1 (centres undefined)
    -10	-5
- CCN(c1cccc(C(F)(F)F)c1)S(=O)(=O)c1ccc2c(c1)CCN2C(=O)C1CC1
    -40	8
- CN(C)CCN1C(=O)c2oc3ccc(F)cc3c(=O)c2C1c1ccncc1 (centres undefined)
    .	?
- COC(=O)c1ccccc1NC(=O)C1CCCN(S(C)(=O)=O)C1 (centres undefined)
    -10	-14
- OCCN1CCN(Cc2cc(Cl)c3cccnc3c2O)CC1
    .	-3
- O=C(NCCC(=O)N1CCN(c2ncccn2)CC1)c1ccccc1Cl
    .	13
- Cc1cc(-n2nc(C)cc2C)nc(NS(=O)(=O)c2ccccc2)n1
    -6	-12
- O=c1cc2c(nn1Cc1c(Cl)cccc1Cl)-c1ccccc1CC2
    .	-12
- NCCN=C1NS(=O)(=O)c2ccccc21
    .	-3
- NC(=O)CS(=O)(=O)c1nc2ccccc2n1CC(=O)N1CCCCC1
    -3	7
- O=C(Oc1ccc(-n2cnnn2)cc1)c1ccco1
    0	3
- Cc1[nH]c2ccccc2c1Cc1nnc(SCCC#N)o1
    .	-11
- CCCCNS(=O)(=O)c1ccc2c(c1)oc(=O)n2CC(=O)OCC
    .	9
- COc1ccc(S(=O)(=O)NCCCCCC(=O)NCCCN2CCOCC2)cc1
    11	16
- Cc1cc(C(F)(F)F)nn1CC(=O)NNC(=S)NCC(C)C
    .	-16
- COC(=O)c1ccc2c(=O)n(CCO)c(=S)[nH]c2c1
    -3	-9
- Cc1ccc(Cl)cc1N(CC(=O)NC1CCCCC1)S(C)(=O)=O
    -5	0
- Cc1c(C(=O)NCc2cccnc2)oc2c1C(=O)CC(C)(C)C2
    0	4
- O=C(Nc1ccccc1)N1CCN(c2nc3ccccc3s2)CC1
    -13	-6
- N#C/C(=C\c1cc(Cl)ccc1O)C(=O)NC1CCCCC1
    .	-7
- O=C(COc1cccc(Oc2ccccc2)c1)Nc1ccc(SC(F)F)cc1
    .	-8
- CC(C)N1CC(C(=O)Nc2ccccc2)CC1=O (centres undefined)
    .	15
- CCC(=O)N1CCc2cc(S(=O)(=O)CCC(=O)NCc3ccc4c(c3)OCO4)ccc21
    -20	.

One compound at a time, as listed above.
`CC(C)(C)c1nnc(NC(=O)CN2C(=O)C3C4C=CC(C4)C3C2=O)s1` (centres undefined) is listed as RT RNaseH block: -10; RmlC RmlD mix: -5
`Cn1c(OCc2ccco2)nc2c1c(=O)n(Cc1ccc(Cl)c(Cl)c1)c(=O)n2C` is listed as RT RNaseH block: -84; RmlC RmlD mix: 15

(listing goes on)
Each structure is followed by: RT RNaseH block	RmlC RmlD mix
- Cc1ccc(C2=N/C(=C\c3cccs3)C(=O)N2Nc2ccccc2)cc1
    .	-17
- CCCCn1c(SCc2nc(N)nc(Nc3ccccc3C)n2)nc2ccccc2c1=O
    .	-72
- CC(C)NC(=O)CCCOc1ccc(Cl)cc1Cl
    .	-12
- Cc1cc(C)c(NC(=O)CN2CCN3CCCC3C2)c(C)c1 (centres undefined)
    -9	5
- CC(=O)c1cccc(NC(=O)c2cc(C)no2)c1
    0	-4
- c1ccc(C2(c3ccccc3)OCC(Cn3cncn3)O2)cc1 (centres undefined)
    -10	-15
- O=C(c1ccccc1)c1cnc(Nc2ccc(Cl)c(Cl)c2)s1
    .	18
- O=C(c1cnn2c(C(F)F)cc(C3CC3)nc12)N1CCc2ccccc2C1
    -27	8
- O=C(COc1ccc(Cl)cc1Cl)NCc1ccco1
    -12	4
- C=CCn1c(N)c(-c2nc3ccccc3n2C)sc1=S
    20	6
- Cc1cc(OCC(=O)NCCCN(C)C)cc(C)c1Br
    -16	7
- Cc1ccc(OCC(=O)Nc2cccc(C)n2)c(C)c1
    -27	5
- Cc1ccc(S(=O)(=O)/N=C/c2ccco2)cc1
    2	-21
- COc1ccc(NC(=O)CSc2nc(NS(=O)(=O)c3ccccc3)cc(=O)[nH]2)cc1
    -36	22
- CCC1CCc2c(sc(NC(=O)c3ccoc3C)c2C(N)=O)C1 (centres undefined)
    53*	-3
- Cc1cc(C)n(-c2nc(NCc3cccnc3)c3c4c(sc3n2)COC(C)(C)C4)n1
    8	17
- Nc1c(N2CCN(c3ccccc3)CC2)c2ccccc2oc1=O
    -29	5
- CN(CC(=O)Nc1ccccc1Cl)C(=O)COC(=O)CNC(=O)c1ccc(Br)o1
    0	3
- CCC(C)(C)NC(=O)C(c1ccccc1F)N(Cc1ccco1)C(=O)Cn1nnc2ccccc21 (centres undefined)
    2	-9
- COc1ccccc1-n1c2c(cc(C(=O)N3CCC(C)CC3)c1=O)C(=O)CC(C)(C)C2
    1	-10
- COC(=O)c1cc(Br)c(=O)n(Cc2ccco2)c1
    -7	-58
- C=CCSc1nc(N)c(C(=O)Nc2ccccc2OC)cc1C(=O)Nc1ccccc1
    .	-5
- CN(C)CCN(Cc1cccs1)c1ccccn1
    .	5
- C/C(CC1(O)C(=O)N(Cc2ccccc2)c2ccccc21)=N\O (centres undefined)
    -17	4
- O=C(CN1CCN(c2ncccn2)CC1)Nc1ccccc1-n1cccc1
    -13	1
- O=c1n(Cc2ccccc2)c2cc(Cl)cnc2n1Cc1ccccc1
    -7	-2
- CCOc1cc(C(=O)Nc2cc(C)ccn2)cc(OCC)c1OCC
    7	6
- Cc1ccc(S(=O)(=O)NCc2ccc3[nH]c(C)cc3c2)cc1
    .	12
- Cn1c(OCc2cccnc2)nc2c1c(=O)n(Cc1ccc(Cl)cc1)c(=O)n2C
    -15	-14
- CC(C)N(CCNC(=O)c1cn(C)c2ccc(S(=O)(=O)N(C)C)cc2c1=O)Cc1ccccc1
    0	7
- CCOc1ccc(-c2nnc(-c3ccco3)o2)cc1OCC
    -64	12
- CCN1C(=O)C2C(c3ccc(O)c(OC)c3)NC(C)(C(=O)OC)C2C1=O (centres undefined)
    -5	-3
- COc1cc(C(=O)OCC(=O)Nc2cc(C)on2)cc(OC)c1OC
    .	-12
- N#CCCN1CCN(S(=O)(=O)c2ccc(S(=O)(=O)NC3CCCC3)cc2)CC1
    -8	-11
- Cc1c(N2C(=O)c3ccccc3C2=O)c(=O)n(-c2ccccc2)n1C
    3	5
- COc1cc(O)c(C(CC(=O)N2CCN(c3ccccc3)CC2)c2ccc3c(c2)OCO3)c(OC)c1 (centres undefined)
    .	9
- CCOc1ccc2nc(N3CCCCCC3)sc2c1
    12	9
- COc1ccc(-c2nc3ccccn3c2NCc2ccc3c(c2)OCO3)cc1
    .	-30
- CCOC(=O)N1CCN(c2c(NCCCN3CCCCCC3)c(=O)c2=O)CC1
    .	11
- Cc1ccc(C)c(/C(O)=C2/C(=O)C(=O)N(CCN3CCOCC3)C2c2ccco2)c1 (centres undefined)
    -11	12
- CN(C)C(=O)c1ccc(NC(=O)c2cccnc2)cc1
    -1	11
- C#CCSc1nnc(-c2c[nH]c3ccccc23)n1C
    -2	99
- Cc1ccc(C(=O)CSc2cc(C)nc(SCC(=O)c3ccccc3)n2)cc1
    .	6
- O=C(NCC1CCCC(CNC(=O)N2CCc3ccccc32)C1)N1CCc2ccccc21 (centres undefined)
    .	14
- Cc1cc2oc(=O)cc(CSc3nc(N)cc(N)n3)c2cc1C
    .	-15
- O=C(CCc1ccccc1)Nc1ccc(N2CCOCC2)c(Cl)c1
    .	-5
- Cc1onc(COc2ccccc2O)c1Br
    -18	10
- Cc1c(C(=O)NC(=S)Nc2ccc(NC(=O)c3cccs3)cc2)cccc1[N+](=O)[O-]
    .	-9
- O=c1cc[nH]c2ccc(Cl)cc12
    .	?
- COc1ccc(-c2ccc(OC)c([C@H]3[C@@H]4C=CCC[C@@]4(C)C(=O)N3Cc3ccccc3)c2)cc1OC
    .	-15
- COc1ccc2c(c1)SC1=NCCS(=O)(=O)N12
    6	0
- Nc1nonc1C(=O)NCCNCc1c(OCc2ccccc2F)ccc2ccccc12
    .	-3
- CCS(=O)(=O)CCSc1nc2ccccc2o1
    -23	-1
- O=C1NC2(CCCCCC2)N=C1c1ccc(F)cc1
    .	12
- COCCn1c(SCC(=O)Nc2nnc(C)s2)nnc1-c1c[nH]c2ccccc12
    5	-2
- COc1cc2c(=O)n(-c3ccc(C)cc3)c(=O)n(CC(=O)c3ccc4c(c3)OCO4)c2cc1OC
    -21	1
- COc1ccc(C)cc1NC(=O)C1CC(=O)N(Cc2ccco2)C1 (centres undefined)
    8	-13
- CCOc1ccc(C(=O)Nc2cc(C)on2)cc1
    -3	-7
- O=C(Nc1nc(-c2ccncc2)cs1)c1ccco1
    59*	-7
- O=C(Oc1ccc2ccccc2c1)c1ccco1
    -28	-30
- O=C(Nc1nc2ccc(S(=O)(=O)N3CCCCC3)cc2s1)c1ccncc1
    5	-8

A portion taken from the entries so far, for reference:
Each structure is followed by: RT RNaseH block	RmlC RmlD mix
- CCOc1ccc(C(=O)Nc2cc(C)on2)cc1
    -3	-7
- O=C(Nc1nc(-c2ccncc2)cs1)c1ccco1
    59*	-7
- O=C(Oc1ccc2ccccc2c1)c1ccco1
    -28	-30
- O=C(Nc1nc2ccc(S(=O)(=O)N3CCCCC3)cc2s1)c1ccncc1
    5	-8

Ordered by SMILES length (smallest number first): three of the compounds above.
Each structure is followed by: RT RNaseH block	RmlC RmlD mix
- CCOc1ccc(C(=O)Nc2cc(C)on2)cc1
    -3	-7
- C#CCSc1nnc(-c2c[nH]c3ccccc23)n1C
    -2	99
- O=C(Nc1nc2ccc(S(=O)(=O)N3CCCCC3)cc2s1)c1ccncc1
    5	-8

Source: PubChem BioAssay
